Compound activity deposited in PubChem by The Scripps Research Institute Molecular Screening Center.
PRMT1 FP inh: inhibitors of human PRMT1. Q99873. recombinant PRMT1, activity-based probe fluorescence polarization. inhibition, % at 2.79 µM. 370,000 tested, 1.3% active. AID 652257;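 active = inhibition above about 21% made by adding two undisclosed values, limit read from the data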
TCR CD3 inh: blocks the human TCR-CD3 interaction. TAMRA-labeled TCR probe fluorescence, biochemical. 360,000 tested, 0.37% active. inhibition, % at 9.4 µM; in the data active = inhibition above about 19%;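 note: recombinant mutant TCR 2C K166C tagged with TAMRA read by polarization; 0% = receptor in buffer alone and 100% = receptor with positive control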
UHRF1 MBD2 ctr: blocks human UHRF1 binding to methylated DNA. inhibition, % at 4.4 µM. UHRF1 binding to methylated oligo, TR-FRET. 370,000 tested, 0.75% active. Q96T88. AID 687016; in the data active = inhibition above about 21%;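 note: UHRF1 SRA domain binding a hemimethylated CpG hairpin DNA probe; 0% = median of test compound wells and 100% = reference inhibitor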
MBD2 DNA inh: MBD2-methylated oligo binding inhibition; Q9UBB5; TR-FRET, MBD2 binding to methylated oligonucleotide; inhibition, % at 4.4 µM; 370,000 tested, 0.31% active; in the data active = inhibition above about 13%
Tn6 DDE FP: inhibitors of Tn6 peptide binding to human fibrin DD(E); Fibrin DD(E) TRITC-Tn6 fluorescence polarization displacement; inhibition, % at 8.3 µM; 370,000 tested, 0.21% active;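 active = inhibition above a per-campaign cutoff: mean of compounds within control limits plus 3 SD, cut at about 15% in these data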;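 note: 0% = median of all compound wells on the plate and 100% = blocking peptide control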
Target sequence (P02675 whole entry, looked up): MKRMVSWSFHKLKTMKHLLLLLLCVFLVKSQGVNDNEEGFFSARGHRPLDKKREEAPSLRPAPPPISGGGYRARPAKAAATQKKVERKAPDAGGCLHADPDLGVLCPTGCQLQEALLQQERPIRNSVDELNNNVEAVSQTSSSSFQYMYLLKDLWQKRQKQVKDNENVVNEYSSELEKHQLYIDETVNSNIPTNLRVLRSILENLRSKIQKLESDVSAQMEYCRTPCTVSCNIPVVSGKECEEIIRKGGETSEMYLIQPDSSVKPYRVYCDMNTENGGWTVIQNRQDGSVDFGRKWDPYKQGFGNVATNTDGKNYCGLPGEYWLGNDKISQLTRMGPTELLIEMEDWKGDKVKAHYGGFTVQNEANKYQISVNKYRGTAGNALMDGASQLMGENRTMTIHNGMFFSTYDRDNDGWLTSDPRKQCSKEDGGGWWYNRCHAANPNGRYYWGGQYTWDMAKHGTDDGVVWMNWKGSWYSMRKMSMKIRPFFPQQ
KLK7 zymogen act: activates the human kallikrein-7 zymogen. P49862. 370,000 tested, 0.9% active. activation, % at 7 µM. purified proKLK7, EDANS-DABCYL substrate fluorescence; 100% is mature enzyme control, 0% vehicle. AID 652039;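 active = activation above the mean of all tested compounds plus 3 SD, computed per campaign excluding outliers beyond control limits, cut at about 13% in these data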
Target sequence (P49862 whole entry, looked up): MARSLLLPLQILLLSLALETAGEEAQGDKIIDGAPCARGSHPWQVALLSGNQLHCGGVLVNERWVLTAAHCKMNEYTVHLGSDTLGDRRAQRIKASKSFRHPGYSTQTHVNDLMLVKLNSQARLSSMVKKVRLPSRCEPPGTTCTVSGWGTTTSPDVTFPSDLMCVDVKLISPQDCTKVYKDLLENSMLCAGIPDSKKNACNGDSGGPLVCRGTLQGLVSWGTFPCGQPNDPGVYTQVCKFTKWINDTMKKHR
DDE Tn7 FP inh: disrupts Tn7 cyclic peptide binding to fibrin D-Dimer-E complex | AID 720508 | FP displacement of FITC-Tn7 peptide from fibrin DD(E); 0% = median of compound wells per plate | inhibition, % at 8.3 µM | P02675 | 370,000 tested, 0.13% active;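 active = inhibition above the mean of compounds falling within the control limits plus 3 SD of them, cut at about 14% in these data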;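 note: 0% = plate median of compound wells and 100% = 10 µM Aha-Tn7 peptide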
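Measure: % inhibition scaled between sample-field median and high-control FP; Test system: human fibrin DD(E); Quantity: 2 µM final DD(E) protein; Doses: one dose, 8.3 µM nominal; Schedule: compound with protein 10 min, then 3 h after probe, room temperature; Detection: fluorescence polarization; Medium: Tris buffer with calcium and detergent, pH 7.8.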
TDP2 absorb: blocks human TDP2 phosphodiesterase activity; O95551; recombinant TDP2, T5PNP hydrolysis, p-nitrophenol absorbance 415 nm; inhibition, % at 12.8 µM; 370,000 tested, 0.34% active;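 active = inhibition above the mean of all tested compounds plus 3 SD, set per campaign, cut at about 25% in these data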;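 note: 0% = DMSO with enzyme and 100% = buffer with substrate but no TDP2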
Target sequence (O95551 whole entry, looked up): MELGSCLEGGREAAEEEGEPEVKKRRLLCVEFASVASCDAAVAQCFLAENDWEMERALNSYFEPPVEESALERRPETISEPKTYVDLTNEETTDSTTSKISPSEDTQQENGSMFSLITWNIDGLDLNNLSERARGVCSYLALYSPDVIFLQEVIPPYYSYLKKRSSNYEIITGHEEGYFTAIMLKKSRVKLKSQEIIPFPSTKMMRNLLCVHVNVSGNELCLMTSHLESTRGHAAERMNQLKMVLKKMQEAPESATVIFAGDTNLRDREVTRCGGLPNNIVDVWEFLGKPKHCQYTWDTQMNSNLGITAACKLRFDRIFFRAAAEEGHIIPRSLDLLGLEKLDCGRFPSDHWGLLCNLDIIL
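Incubation: 2 h at 37 °C; Test system: recombinant human TDP2; Quantity: enzyme 120 nM; Read-out basis: percent inhibition; Medium: 50 mM Tris-HCl pH 7.5 with Mg2+, KCl, DTT, BSA; Repeats: single replicate; Compound: 12.8 µM single point, 1% DMSO; Signal: epi absorbance; Reagent: 5 mM T5PNP chromogenic substrate; Benchmarks: no-enzyme high, DMSO-plus-enzyme low.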
SIAE primary: inhibitors of human sialic acid acetylesterase SIAE; SIAE FP-Rh probe binding, fluorescence polarization; inhibition, % at 9.66 µM; 370,000 tested, 0.69% active;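 active = inhibition above a cutoff: mean of compounds within the control limits plus 3 SD of those, cut at about 17% in these data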;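 note: 0% = plate median of compound wells and 100% = probe without SIAE protein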
LEDGF integ inh: blocks HIV-1 LEDGF/p75-dependent DNA integration; AID 743269; 370,000 tested, 0.64% active; inhibition, % at 3.7 µM; TR-FRET IN-LEDGF/p75 DNA integration, Eu/Cy5;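 active = inhibition above the screen-wide mean plus 3 SD, cut at about 13% in these data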;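 note: signal is the Cy5 over europium emission ratio at 671 and 618 nm; 0% = plate median of compound wells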
Numbers without * were called inactive; . = not tested or not shown. Random draw from the library; about 4.6% have a hit in one of these screens.

SMILES	PRMT1 FP inh	TCR CD3 inh	UHRF1 MBD2 ctr	MBD2 DNA inh	Tn6 DDE FP	KLK7 zymogen act	DDE Tn7 FP inh	TDP2 absorb	SIAE primary	LEDGF integ inh
CC(=O)Nc1ccc(S(=O)(=O)NCC(=O)OCC(=O)NCc2ccc3c(c2)OCO3)cc1	-0.1	-8.1	-0.2	-4.6	-6.0	-0.3	0.4	-9.8	-7.8	-0.3
CCOC(=O)c1cn(-c2ccccc2)nc1-c1ccncc1	-2.5	3.2	-1.4	-7.7	-2.5	0.4	-3.4	7.2	-2.9	3.6
CC1(c2nnc(-c3ccncc3)o2)CC(c2ccc([N+](=O)[O-])cc2)=NO1 (stereo not drawn)	0.6	8.3	3.3	5.2	4.4	0.3	3.2	-2.2	1.0	-0.9
O=C(OCc1ccccc1)N1CCC2CC1c1c(Cl)cccc12 (stereo not drawn)	5.9	-3.3	-2.2	2.8	-3.0	-0.3	10.8	-0.6	-0.2	-1.8
COc1ccc(-c2c(C#N)c(N)nc(Sc3ccc(Cl)cc3)c2C#N)cc1	2.1	3.0	-0.2	-5.3	11.7	0.4	4.3	3.9	-8.7	-0.7
COc1ccc(-c2csc(C3=C(O)CN(Cc4ccc(S(N)(=O)=O)cc4)C3=N)n2)cc1OC	2.6	4.9	-1.4	-4.0	8.1	-0.2	7.3	3.5	-5.5	0.3
CCn1nc(C)c(CN2CCc3c([nH]c4ccccc34)C2c2ccc(F)c(OC)c2)c1C (stereo not drawn)	1.2	4.1	2.0	-0.1	0.0	4.5	6.4	2.3	0.1	-2.3
COC(=O)c1ccc(/C=N/n2c(C)nc3ccccc3c2=O)cc1	-1.3	2.1	-1.0	0.3	10.1	-0.9	0.2	4.0	-6.7	-4.4
O=C(c1cc(-c2ccc(Br)cc2)on1)N1CCCC1	1.1	-1.6	-1.1	-1.8	6.0	0.3	1.2	4.9	-5.5	0.5
Cc1cccc(-c2csc(N)c2C(=O)OC(C)C)c1	1.8	-8.8	2.1	2.4	-9.1	0.6	0.2	-2.7	-9.0	-0.9
CN(C)C(=O)Cn1c(=O)n(S(=O)(=O)c2ccccc2)c2ccccc21	-0.4	2.3	0.2	2.2	9.1	0.4	0.9	1.5	0.6	1.0
Cc1nc2ccccc2n1/N=C/c1ccc([N+](=O)[O-])s1	-2.5	-1.4	-0.6	-1.9	-0.8	0.7	8.0	12.2	1.9	-3.4
c1ccc(CNc2nc(NCCc3ccncc3)c3sccc3n2)cc1	0.5	6.6	-3.1	-6.2	-5.8	-0.1	-1.7	5.0	-0.6	-1.2
C[C@H](CO)N1C[C@H](C)[C@@H](CN(C)C(=O)NC2CCCCC2)Oc2ccc(NS(=O)(=O)c3ccc(F)cc3)cc2C1=O	-2.5	1.1	-1.1	-5.0	7.0	0.5	2.0	4.5	10.6	0.1
C/C(=N\OCC(=O)Nc1ccc2c(c1)OCCO2)c1ccc2c(c1)OCCO2	-0.3	4.0	0.5	1.2	4.5	0.2	-6.0	-7.5	-2.2	3.7
COC(=O)[C@]12C[C@H](CC(=O)NCC34CC5CC(CC(C5)C3)C4)C(=O)N(CCC3=CCCCC3)C1=C[C@H](COCc1ccccc1)O[C@@H]2C	2.7	-8.0	2.0	-1.8	-2.8	0.8	-2.0	-5.2	-2.4	2.1
Cc1cc(-c2ccccc2)nc(N(C)NC(=O)C2CC2)c1S(C)(=O)=O	-2.3	-0.4	1.8	-4.5	1.9	0.0	-2.1	-1.3	0.8	1.3
CCN(CC(=O)NCc1ccc(F)cc1)C(=O)c1ccc(C)o1	0.9	1.1	-1.7	-0.9	-0.7	0.2	3.9	4.5	0.8	-0.5
COc1cc(C(C[N+](=O)[O-])c2c(-c3ccccc3)cc3ccccn23)cc(OC)c1OC (stereo not drawn)	9.9	-6.7	0.6	2.1	-0.9	-0.1	-0.4	-0.1	-1.1	0.3
O=C(Nc1cccnc1)C1Cc2c(-c3ccccc3Oc3ccccc3)ccnc2O1 (stereo not drawn)	4.2	-5.1	1.9	0.9	3.5	-0.4	-2.8	-9.4	-3.0	-5.8
Cc1cc(C)n(CC(C)C(=O)O)n1 (stereo not drawn)	-2.8	3.5	0.7	4.6	-4.5	-0.5	-0.4	-1.0	11.1	-2.9
Cc1ccc(NS(=O)(=O)c2c(C)[nH]c(=O)[nH]c2=O)cc1F	5.3	4.0	5.5	-0.6	-7.7	-0.8	-0.9	-11.4	4.8	0.1
Cc1ccccc1-c1nc2cc(NC(=O)C3CC3)ccc2o1	-0.3	1.4	2.5	3.4	3.0	-0.3	2.4	3.2	-6.1	-4.7
Cn1cnnc1SCC(=O)Nc1ncc([N+](=O)[O-])s1	6.6	5.1	4.6	3.1	-1.5	0.5	-9.2	-5.2	-6.1	1.8
Cc1ccc(OCCN2C(=O)c3ccccc3C2=O)c([N+](=O)[O-])c1	0.8	-6.3	2.9	1.7	-5.8	0.3	1.1	2.9	-1.6	-3.5

Reformatted with two lines to a compound: 2 of the compounds above.
Below each SMILES: PRMT1 FP inh, TCR CD3 inh, UHRF1 MBD2 ctr, MBD2 DNA inh, Tn6 DDE FP, KLK7 zymogen act, DDE Tn7 FP inh, TDP2 absorb, SIAE primary, LEDGF integ inh
Cc1cc(-c2ccccc2)nc(N(C)NC(=O)C2CC2)c1S(C)(=O)=O
    -2.3, -0.4, 1.8, -4.5, 1.9, 0.0, -2.1, -1.3, 0.8, 1.3
COC(=O)c1ccc(/C=N/n2c(C)nc3ccccc3c2=O)cc1
    -1.3, 2.1, -1.0, 0.3, 10.1, -0.9, 0.2, 4.0, -6.7, -4.4

(cont.)
SMILES	PRMT1 FP inh	TCR CD3 inh	UHRF1 MBD2 ctr	MBD2 DNA inh	Tn6 DDE FP	KLK7 zymogen act	DDE Tn7 FP inh	TDP2 absorb	SIAE primary	LEDGF integ inh
CCC(=O)NNC(=O)c1c(O)c2ccccc2[nH]c1=O	-2.2	32.8*	-0.2	-0.6	5.3	-0.2	1.0	0.4	-1.3	-3.1
COc1c(F)c(F)c(C(=O)O)c(Nc2ccccc2C)c1F	-2.9	1.2	-2.2	0.0	5.3	-1.0	-1.7	-9.5	-16.9	2.2
CCOC(=O)c1ccc(NC(=O)CSc2nnc(CNc3ccc(OC)cc3)n2C)cc1	-0.9	5.9	-3.6	-6.4	0.1	-1.0	-1.7	1.6	3.4	2.4
CCOc1cc(C(c2c(C)[nH][nH]c2=O)c2c(C)[nH][nH]c2=O)ccc1OS(=O)(=O)c1ccc(C)cc1	0.4	0.8	-8.3	-2.4	2.9	-0.2	4.4	-0.5	9.6	2.1
CCc1nc2c(OCC(N)=O)cccn2c1N(C)C(=O)c1ccc(OC)cc1	-2.0	-2.0	-0.5	1.0	-7.3	0.7	-8.0	9.2	15.8	1.4
O=Nc1ccccn1	10.3	-6.0	-3.5	-0.7	-3.9	1.1	4.9	-4.0	1.4	5.2
COC(=O)NNC(=O)C12CC3CC(CC(C3)C1)C2	-2.9	3.7	1.9	-8.9	-1.9	0.1	-4.1	-15.8	-2.5	2.7
Cc1ccccc1OCC(O)CNC1CCCC1 (stereo not drawn)	3.8	0.3	-0.6	1.2	4.1	-0.2	-1.2	1.0	-1.8	0.2
Cc1ccc(C(=O)NCCCN2CCOCC2)cc1S(=O)(=O)N1CCCCC1	-2.0	6.0	-2.1	-2.1	-3.9	-0.6	-5.0	1.2	3.5	-0.1
NC(=O)c1nn(CC(=O)Nc2ccc3c(c2)OCO3)cc1[N+](=O)[O-]	-0.7	2.1	0.9	-0.5	4.1	-0.6	2.6	-9.1	6.7	-3.7
N#Cc1c(N)nc2c(c1-c1ccncc1)CCCC2	3.9	1.6	0.0	-6.8	9.9	0.5	-10.1	-3.6	-2.0	1.1
COc1cc(CNCCSc2nnnn2C)cc(Br)c1OCc1ccccc1F	1.8	6.5	3.5	-2.3	-4.5	0.4	0.6	1.7	-2.7	-6.7
Cc1ccccc1Cn1cccc1/C=C1/C(=N)N2C=CSC2=NC1=O	-1.4	-0.5	-1.6	3.4	6.0	2.2	-0.5	-4.0	-20.0	-0.2
COc1cc2ccc(C(C)=NOC(C)=O)cc2cc1OC	1.9	-4.5	9.0	11.1	-8.1	0.5	-8.7	6.4	-1.6	-7.0
Cc1nc(P(=O)(c2ccccc2)c2ccccc2)c(N2CCOCC2)o1	-0.7	-5.0	2.2	2.9	-3.6	-0.8	5.6	2.8	-0.6	1.8
CSc1ncc(C(=O)Nc2ccc(C(C)=O)cc2)c(C)n1	3.4	0.1	3.5	1.4	-7.3	-1.0	-0.9	-8.7	-11.0	2.1
Cc1cccc(C(=O)Nc2cccc(-c3cnc4ccccc4n3)c2)c1	0.8	-2.7	2.8	0.7	-2.6	0.7	4.5	2.7	-6.1	-0.9
Nc1nonc1-n1nnc(C(=O)N/N=C/c2ccc(F)cc2)c1-c1cccs1	5.8	-2.0	2.1	0.6	0.1	-3.4	1.7	-7.5	-7.8	-5.8
Cc1ccc(-c2cc(-c3ccccc3)no2)c(O)c1	-1.5	0.8	10.3	-4.4	4.4	0.0	-9.0	-10.3	-5.7	0.9
O=C(COC(=O)CCC(=O)c1ccc(F)cc1)NCc1ccc(Cl)cc1	3.3	-0.9	2.4	3.7	2.0	-0.6	0.5	1.2	-6.1	-6.2
O=C(Nc1cnn(Cc2ccccc2)c1)c1cc2nc(-c3ccco3)cc(C(F)(F)F)n2n1	-1.1	-7.5	5.2	7.0	-8.8	-0.3	3.3	5.0	-11.1	1.0
c1ccc(-c2nc(CSc3nnc(-c4cccs4)o3)cs2)cc1	-0.4	0.1	-1.7	-5.4	0.6	0.3	1.2	0.2	-1.2	-1.6
COc1ccccc1N(C(=O)NCc1ccccc1)C1=NCC(C)S1 (stereo not drawn)	0.0	7.0	-2.5	0.2	8.6	0.2	-1.0	2.8	7.8	-0.5
Cc1cc(C)n2c(SCC(=O)N(CC(C)C)c3c(N)n(CC(C)C)c(=O)[nH]c3=O)nnc2n1	5.2	4.3	-0.9	-3.1	-2.3	0.5	-4.5	6.2	-11.3	-0.1
COc1ccc(-c2nnc(SCC(=O)c3ccc(C)o3)o2)cc1	-0.9	5.5	-0.4	-3.6	-0.6	0.8	-4.2	2.8	-0.4	2.0
CCn1nc(C(=O)NNC(=O)c2ccccc2)c2ccccc2c1=O	-4.2	-5.0	-0.8	24.3*	-4.9	-0.3	-5.2	-15.7	-3.8	11.9
CCOC(=O)C1=C(C)NC(=O)NC1c1ccc(C)o1 (stereo not drawn)	3.0	5.4	0.4	-1.2	4.2	0.7	-2.6	-1.2	1.3	-0.4
C=CCc1ccccc1OCC(=O)NNC(=S)NCc1ccccc1	12.7	1.0	-0.7	2.0	9.2	0.2	2.3	-12.2	4.1	-3.6
COc1ccc(S[C@]2(C(=O)N3CCOCC3)CC(=O)N(S(=O)(=O)c3ccc(F)cc3)[C@@H]2c2ccc(OC)cc2)cc1	13.8	.	1.2	6.2	2.5	0.1	0.8	3.0	-4.6	0.5
COC(=O)c1ccc(CSc2nnc(Nc3ccc(OC)cc3)s2)o1	-2.1	1.1	-5.5	2.2	-7.1	-0.1	-4.6	8.8	13.8	-0.7
